High-throughput results deposited in PubChem BioAssay by Broad Institute.
STK33 inh: blocks human STK33 kinase activity; ADP-Glo luminescence, MBP substrate; inhibition, % at 12.5 µM; AID 2322; 27,000 tested, 0.44% active; Q9BYT3; in the data active = inhibition above about 20%; inconclusive = no clear call, values can overlap the other calls
Target sequence (Q9BYT3 whole entry, looked up): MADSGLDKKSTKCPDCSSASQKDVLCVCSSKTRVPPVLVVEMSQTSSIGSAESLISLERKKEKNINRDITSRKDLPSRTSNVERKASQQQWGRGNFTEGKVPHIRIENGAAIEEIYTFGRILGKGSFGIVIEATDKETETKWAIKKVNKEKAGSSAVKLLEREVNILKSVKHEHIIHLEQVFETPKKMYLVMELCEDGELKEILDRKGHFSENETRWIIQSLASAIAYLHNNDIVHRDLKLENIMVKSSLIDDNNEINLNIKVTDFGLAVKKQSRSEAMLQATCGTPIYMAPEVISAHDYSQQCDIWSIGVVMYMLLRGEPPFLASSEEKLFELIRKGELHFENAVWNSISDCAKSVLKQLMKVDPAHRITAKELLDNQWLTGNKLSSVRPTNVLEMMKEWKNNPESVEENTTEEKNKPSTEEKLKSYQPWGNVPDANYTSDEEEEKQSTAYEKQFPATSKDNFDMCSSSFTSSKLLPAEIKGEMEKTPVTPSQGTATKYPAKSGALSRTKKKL
p53 PUMA act: re-activators of the mutant p53 pathway; 28,000 tested, 1.5% active; SW480 PUMA-promoter luciferase, p53 mutant reactivation; AID 624151; activation, % at 9.98 µM; in the data active = activation above about 52%; inconclusive = no clear call, values can overlap the other calls
Starred values were filed as active, the others as inactive; ? = inconclusive; · = no result given. An excerpt; count on the stated rates, not on these rows.

SMILES	STK33 inh	p53 PUMA act
Cc1noc(C)c1NC(=O)N(C)C[C@H]1Oc2c(NS(=O)(=O)c3cn(C)cn3)cccc2C(=O)N([C@@H](C)CO)C[C@@H]1C	·	3
Clc1ccc(Sc2cn[nH]c2-c2ccc3c(c2)OCCO3)cc1	3	·
COC(=O)c1ccc(C(=O)OC)c(NC(=O)COc2ccc(C)cc2)c1	1	-16
C[C@H](CO)N1C[C@H](C)[C@@H](CN(C)S(=O)(=O)c2cn(C)cn2)Oc2ccc(NC(=O)Cc3ccccc3)cc2CC1=O	·	-2
COc1ccc([N+](=O)[O-])cc1NC(=O)COc1ccc(Cl)cc1Br	-3	-10
C=CCNC(=O)[C@@H]1[C@H]2C(=O)O[C@H](c3ccccc3)[C@H](c3ccccc3)N2[C@H](c2ccccc2OCCO)[C@@]12C(=O)Nc1ccc(C#CCNC(N)=O)cc12	5	·
C[C@H](CO)N1C[C@H](C)[C@@H](CN(C)C)Oc2c(NC(=O)c3ccncc3)cccc2C1=O	·	1
C[C@H]1CN([C@@H](C)CO)C(=O)c2cc(N(C)C)ccc2O[C@H]1CN(C)C	·	2
C[C@@H]1CN([C@@H](C)CO)C(=O)c2cc(C3=CCCC3)cnc2O[C@@H]1CN(C)Cc1cccc(F)c1	·	-3
O=C1c2ccccc2-c2c1cnc1c(-c3ccccc3)cnn21	·	-17
C[C@@H]1CN([C@@H](C)CO)C(=O)c2cccc(NS(=O)(=O)c3cccs3)c2O[C@H]1CN(C)Cc1ccc(-c2ccccc2)cc1	·	4
COc1ccc(S(=O)(=O)N(C)C[C@H]2Oc3c(NC(=O)Nc4ccccc4)cccc3C(=O)N([C@H](C)CO)C[C@H]2C)cc1	3	·
CC(=O)c1c(C)oc2ccc(N(C(C)=O)S(=O)(=O)c3cccc4cccnc34)cc12	-1	-24
CC(C)NC(=O)N(C)C[C@@H]1Oc2ccc(NC(=O)CCCN(C)C)cc2C(=O)N([C@@H](C)CO)C[C@H]1C	·	-3
Cc1cc2nc(-c3cccc(NC(=O)COc4ccc(Br)cc4)c3C)oc2cc1C	2	-11
CC(=O)OC1COC(OC2C(O)C(C)OC(OC3C(OC4CCC5(C)C(CCC6(C)C5CC=C5C7CC(C)(C)CCC7(C(=O)O)CCC56C)C4(C)CO)OCC(O)C3O)C2O)C(O)C1OC(C)=O (stereo not drawn)	-4	·
COc1ccc(C)cc1N(CC(=O)Nc1ccccc1-c1ccccc1)S(C)(=O)=O	0	9
Cc1cc(C(C)(C)C)c(O)c(C(C)(C)C)c1	-9	2
C[C@@H]1CN([C@@H](C)CO)C(=O)Cc2cc(NS(=O)(=O)c3ccc(Cl)cc3)ccc2O[C@@H]1CN(C)C	0	·
CS(=O)(=O)N(CC(=O)Nc1cccc(Br)c1)c1cc(Cl)c(Cl)cc1Cl	0	15
C[C@@H]1CN([C@H](C)CO)C(=O)c2cccc(NS(=O)(=O)c3cn(C)cn3)c2O[C@@H]1CN(C)Cc1ccc(Cl)c(Cl)c1	·	6
Cc1noc(C)c1NC(=O)Nc1ccc2c(c1)C(=O)N([C@H](C)CO)C[C@H](C)[C@@H](CN(C)Cc1ccccc1)O2	-2	4
CC(C)CC#Cc1ccc2c(c1)O[C@H](CN(C)C(=O)C1CCOCC1)[C@H](C)CN([C@@H](C)CO)S2(=O)=O	·	-6
CC(O)c1cncc2c(=O)n3c(cc12)-c1[nH]c2ccccc2c1CC3 (stereo not drawn)	?	-21
COc1ccc(S(=O)(=O)N(C)C[C@@H]2Oc3ncc(-c4cccc(OC)c4)cc3C(=O)N([C@H](C)CO)C[C@@H]2C)cc1	3	·
Cc1cc(C)c(OCC(=O)Nc2cccc(NC(=O)c3ccco3)c2)c(Br)c1	-1	13
C[C@@H]1CCCCO[C@@H](CN(C)C(=O)Nc2ccc(C(F)(F)F)cc2)[C@@H](C)CN([C@H](C)CO)C(=O)c2cc(NS(C)(=O)=O)ccc2O1	-3	-3
C[C@H]1CN([C@@H](C)CO)C(=O)c2cc(-c3cncnc3)cnc2O[C@H]1CN(C)C(=O)Cc1ccccn1	·	3
COc1c(C)cc(Br)cc1C(=O)NC(=S)Nc1sc2c(c1C(N)=O)CCCCC2	-2	1
CCCC1(O)Cc2c(C(C)=O)cc3cccc(O)c3c2O1 (stereo not drawn)	2	-7
COc1ccc(CN(C)C[C@H]2Oc3ccc(NC(=O)Nc4ccccc4)cc3CC(=O)N([C@H](C)CO)C[C@H]2C)cc1	2	·
C[C@@H]1CN([C@@H](C)CO)C(=O)c2cccc(NS(=O)(=O)c3ccccc3)c2O[C@@H]1CN(C)Cc1ccc(Cl)c(Cl)c1	·	-2
C[C@H](CO)N1C[C@H](C)[C@@H](CN(C)S(=O)(=O)c2ccc(F)cc2)OCCCC[C@H](C)Oc2ccc(NC(=O)CCC(F)(F)F)cc2C1=O	·	-2
CC(C)C#Cc1cnc2c(c1)C(=O)N([C@@H](C)CO)C[C@@H](C)[C@H](CN(C)C(=O)CC1CC1)O2	·	-1
Cc1noc(C)c1S(=O)(=O)N(C)C[C@H]1Oc2ccc(NC(=O)Cn3cnnn3)cc2CC(=O)N([C@@H](C)CO)C[C@H]1C	3	·
O=C(Cn1nnc2ccccc21)c1ccc([N+](=O)[O-])cc1	3	10
CCOc1ccc(NC(=O)C(C)Sc2nnnn2C)cc1 (stereo not drawn)	0	2
C[C@H](CO)N1C[C@H](C)[C@@H](CN(C)C)OCCCC[C@H](C)Oc2ccc(NC(=O)Cc3ccccc3)cc2C1=O	·	-1
COc1ccc(S(=O)(=O)N(C)C[C@@H]2OCCCC[C@@H](C)Oc3ccc(NC(=O)NC(C)C)cc3C(=O)N([C@H](C)CO)C[C@H]2C)cc1	·	-5
C[C@H](CO)N1C[C@H](C)[C@H](CN(C)C(=O)Nc2ccc3c(c2)OCO3)Oc2c(NC(=O)Nc3ccc4c(c3)OCO4)cccc2C1=O	·	-2
C[C@H](CO)N1C[C@H](C)[C@H](CN(C)Cc2cccc(C(F)(F)F)c2)OCc2cn(nn2)CCCC1=O	-3	·
CC(=O)Nc1ccc(-n2c(CCC(=O)O)ccc2-c2ccc(C)cc2)cc1	3	-2
O=C(CCN1C(=O)c2ccccc2C1=O)Nc1ccc(NC(=O)c2ccco2)cc1	4	11
C[C@H]1CN([C@@H](C)CO)C(=O)Cc2cc(NC(=O)Nc3cccc4ccccc34)ccc2O[C@@H]1CN(C)S(C)(=O)=O	-1	·
Cc1cccc(OCC(O)Cn2cnc3ccccc32)c1C (stereo not drawn)	0	8
O=C(/C=C/c1ccc(O)cc1)O[C@@H]1CC(O)(C(=O)O)C[C@@H](OC(=O)/C=C/c2ccc(O)cc2)C1O (stereo partly drawn)	-5	1
C[C@H]1CN([C@@H](C)CO)C(=O)c2cc(C#CC3CCCCC3)cnc2O[C@@H]1CN(C)Cc1cncnc1	·	-2
O=C(Nc1sc2c(c1C(=O)NCc1ccco1)CCCC2)c1ccc([N+](=O)[O-])cc1	1	-6
COc1ccc(NC(=O)Nc2ccc3c(c2)C(=O)N([C@H](C)CO)C[C@@H](C)[C@@H](CN(C)S(=O)(=O)c2ccccc2)O3)cc1	-2	·
COC(=O)Nc1nnc(CC(=O)Nc2ccccc2C)s1	-1	-3
O=C(CN1CCCCC1)Nc1sc2c(c1C(=O)Nc1ccc(Br)cc1)CCC2	-6	-16
COc1ccccc1C#Cc1cnc2c(c1)C(=O)N([C@@H](C)CO)C[C@H](C)[C@H](CN(C)C(=O)CC1CC1)O2	·	7
Cc1ccccc1S(=O)(=O)N(C)C[C@@H]1OCc2cnnn2CCCC(=O)N([C@H](C)CO)C[C@H]1C	5	·
Cc1sc2ncnc(SCC(=O)c3cc(Cl)sc3Cl)c2c1C	-5	-9
O=C(CSc1nnc(-c2cccnc2)n1-c1ccccc1)NCc1ccccc1	1	·
Cc1ccc(NC(=O)CCCC(=O)Nc2ccc(C)c(C)c2)cc1C	-1	3
Cc1ccc(C)c(OC(=O)CS(=O)c2ccccc2[N+](=O)[O-])c1 (stereo not drawn)	-4	-2
C[C@@H]1CN([C@@H](C)CO)C(=O)c2cc(NC(=O)Cc3ccccc3)ccc2O[C@H]1CN(C)C(=O)NC1CCCCC1	·	0
CN(C)CCCNc1ncnc(N)c1[N+](=O)[O-]	4	-1
COc1ccc(NC(=O)C(C)NS(=O)(=O)c2ccc(F)cc2)cc1Cl (stereo not drawn)	-2	4

15 of the compounds above, with bars between the fields.
mol | STK33 inh | p53 PUMA act
O=C(CCN1C(=O)c2ccccc2C1=O)Nc1ccc(NC(=O)c2ccco2)cc1 | 4 | 11
C[C@H]1CN([C@@H](C)CO)C(=O)Cc2cc(NC(=O)Nc3cccc4ccccc34)ccc2O[C@@H]1CN(C)S(C)(=O)=O | -1 | ·
Cc1cccc(OCC(O)Cn2cnc3ccccc32)c1C (stereo not drawn) | 0 | 8
O=C(/C=C/c1ccc(O)cc1)O[C@@H]1CC(O)(C(=O)O)C[C@@H](OC(=O)/C=C/c2ccc(O)cc2)C1O (stereo partly drawn) | -5 | 1
C[C@H]1CN([C@@H](C)CO)C(=O)c2cc(C#CC3CCCCC3)cnc2O[C@@H]1CN(C)Cc1cncnc1 | · | -2
O=C(Nc1sc2c(c1C(=O)NCc1ccco1)CCCC2)c1ccc([N+](=O)[O-])cc1 | 1 | -6
COc1ccc(NC(=O)Nc2ccc3c(c2)C(=O)N([C@H](C)CO)C[C@@H](C)[C@@H](CN(C)S(=O)(=O)c2ccccc2)O3)cc1 | -2 | ·
COC(=O)Nc1nnc(CC(=O)Nc2ccccc2C)s1 | -1 | -3
O=C(CN1CCCCC1)Nc1sc2c(c1C(=O)Nc1ccc(Br)cc1)CCC2 | -6 | -16
COc1ccccc1C#Cc1cnc2c(c1)C(=O)N([C@@H](C)CO)C[C@H](C)[C@H](CN(C)C(=O)CC1CC1)O2 | · | 7
Cc1ccccc1S(=O)(=O)N(C)C[C@@H]1OCc2cnnn2CCCC(=O)N([C@H](C)CO)C[C@H]1C | 5 | ·
Cc1sc2ncnc(SCC(=O)c3cc(Cl)sc3Cl)c2c1C | -5 | -9
O=C(CSc1nnc(-c2cccnc2)n1-c1ccccc1)NCc1ccccc1 | 1 | ·
Cc1ccc(NC(=O)CCCC(=O)Nc2ccc(C)c(C)c2)cc1C | -1 | 3
Cc1ccc(C)c(OC(=O)CS(=O)c2ccccc2[N+](=O)[O-])c1 (stereo not drawn) | -4 | -2

Remaining list, next part
SMILES	STK33 inh	p53 PUMA act
CCCNC(=O)[C@@]1(C)c2ccccc2C(=O)N(Cc2ccc(OC(F)(F)F)cc2)[C@H]1c1ccc(CO)cc1	0	·
N#CCc1ccc(NC(=O)COc2ccc([N+](=O)[O-])cc2)cc1	1	0
C[C@@H]1CN([C@@H](C)CO)S(=O)(=O)c2ccc(C#CC3(O)CCCC3)cc2O[C@H]1CN(C)C(=O)c1ccncc1	·	7
CCC1(CC)Cc2ccccc2C(CC(=O)N2CCOCC2)=N1	·	-7
Cc1ccc(S(=O)(=O)N(C)C[C@@H]2Oc3ccc(NS(=O)(=O)c4ccc(Cl)cc4)cc3C(=O)N([C@@H](C)CO)C[C@H]2C)cc1	-1	·
CCCC#Cc1cnc2c(c1)C(=O)N([C@@H](C)CO)C[C@@H](C)[C@H](CN(C)C(=O)c1cccc(F)c1)O2	·	3
COc1cccc(NC(=O)N(C)C[C@H]2OCc3ccccc3-c3ccccc3C(=O)N([C@H](C)CO)C[C@H]2C)c1	·	4
O=C(NCCSc1c(-c2ccc(Br)cc2)[nH]c2ccccc12)c1ccncc1	·	0
COc1ccc(S(=O)(=O)N(C)C[C@H]2Oc3ccc(NC(=O)Cn4cnnn4)cc3C(=O)N([C@H](C)CO)C[C@@H]2C)cc1	1	10
CNC[C@@H]1Oc2ccc(NC(=O)CCN3CCOCC3)cc2CC(=O)N([C@H](C)CO)C[C@H]1C	1	6
Cc1ccc(C(C)C)c(OCC(=O)Nc2cc(-c3nc4ccccc4o3)ccc2C)c1	3	-4
C[C@@H]1CN([C@H](C)CO)C(=O)c2cccc(NC(=O)c3ccncc3)c2O[C@@H]1CN(C)C(=O)NC1CCCCC1	·	-6
COc1ccc(-n2nc3cc(C)c(NC(=O)COc4ccccc4)cc3n2)cc1	1	21
C[C@@H]1CN([C@@H](C)CO)C(=O)CCCn2nncc2CO[C@H]1CN(C)C(=O)Cc1ccccc1	3	·
Cc1ccc(S(=O)(=O)N(C)CC(=O)Nc2ccc(Nc3ccccc3)cc2)cc1	-3	14
C[C@@H]1CN([C@@H](C)CO)C(=O)c2cc(NC(=O)NC3CCCCC3)ccc2O[C@@H]1CN(C)Cc1ccc(C(=O)O)cc1	·	6
O=C1N(CCS(=O)(=O)c2ccccc2)Cc2ccccc2C[C@@]12N=C(c1ccc(OCCCO)cc1)O[C@H]2c1ccccc1	6	·
C[C@@H]1CCCCO[C@@H](CN(C)C(=O)Nc2ccc3c(c2)OCO3)[C@@H](C)CN([C@H](C)CO)C(=O)c2cc(NS(=O)(=O)c3cn(C)cn3)ccc2O1	-5	·
COc1ccc(NC(=O)Nc2ccc3c(c2)CC(=O)N([C@H](C)CO)C[C@H](C)[C@H](CN(C)CC2CCCCC2)O3)cc1	-1	·
C[C@@H]1O[C@@H](O[C@@H]2[C@@H](O)[C@H](OCCc3ccc(O)c(O)c3)O[C@H](CO[C@@H]3OC[C@](O)(CO)[C@H]3O)[C@H]2OC(=O)/C=C/c2ccc(O)c(O)c2)[C@H](O[C@@H]2OC[C@H](O)[C@H](O)[C@H]2O)[C@H](O)[C@H]1O	0	5
COc1ccc([N+](=O)[O-])cc1NC(=O)CN(c1ccccc1Br)S(C)(=O)=O	1	-16
C[C@H]1CN([C@@H](C)CO)C(=O)c2cccc(NC(=O)c3cnccn3)c2O[C@@H]1CN(C)S(C)(=O)=O	1	-2
COc1ccc(S(=O)(=O)N(C)C[C@@H]2OCCCC[C@@H](C)Oc3ccc(NC(=O)Nc4ccccc4)cc3C(=O)N([C@H](C)CO)C[C@@H]2C)cc1	2	·
CC(C)(Oc1ccc(C2CC2(Cl)Cl)cc1)C(=O)O (stereo not drawn)	-8	-3
